Compound activity deposited in PubChem by Fisher Drug Discovery Resource Center.
NPYLR7 ag – agonists of mosquito NPYLR7 receptor, primary screen, cell-based, Aedes aegypti, calcium fluorescence, mosquito biting behavior; Aedes aegypti neuropeptide Y-like receptor 7 (NPYLR7); HEK293T NPYLR7/Galpha15, GCaMP6s calcium fluorescence; activation, % at 10 µM; 270,000 tested, 0.15% active; in the data active means activation above about 40%;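 further: 0% = vehicle and 100% = reference agonist at the receptor; some compounds past the cut are filed as inactive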
hcGAS inh – Primary biochemical luminescence assay for human cyclic GMP-AMP synthase inhibitors; Q8N884; AID 1259398, 2018; recombinant h-cGAS, ATP depletion, Kinase-Glo luminescence; inhibition, % at 12.5 µM; 290,000 tested, 0.081% active;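 further: 0% = vehicle reaction and 100% = reaction without DNA for no activity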
Target sequence (Q8N884 whole entry, looked up): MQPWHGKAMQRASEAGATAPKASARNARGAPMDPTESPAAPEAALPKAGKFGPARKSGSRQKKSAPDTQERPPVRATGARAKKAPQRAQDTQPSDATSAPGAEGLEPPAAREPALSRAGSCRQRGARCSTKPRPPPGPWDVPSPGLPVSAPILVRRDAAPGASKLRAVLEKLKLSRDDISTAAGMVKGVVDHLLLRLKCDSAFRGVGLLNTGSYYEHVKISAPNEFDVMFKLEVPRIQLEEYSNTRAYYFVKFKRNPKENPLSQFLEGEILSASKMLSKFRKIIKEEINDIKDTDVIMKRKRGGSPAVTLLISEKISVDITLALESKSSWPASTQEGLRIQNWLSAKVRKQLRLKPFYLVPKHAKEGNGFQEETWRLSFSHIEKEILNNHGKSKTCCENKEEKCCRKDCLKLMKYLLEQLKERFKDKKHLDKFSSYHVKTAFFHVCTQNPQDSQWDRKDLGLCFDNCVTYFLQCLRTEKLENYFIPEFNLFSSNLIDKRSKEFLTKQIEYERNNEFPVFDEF
mcGAS lum – cyclic GMP-AMP synthase inhibitors, mouse, primary biochemical chemiluminescence. Q8C6L5. recombinant cGAS, Kinase-Glo ATP depletion luminescence. inhibition, % at 12.5 µM. 160,000 tested, 0.15% active. AID 1259399, 2018;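 further: 0% = negative control wells and 100% = reference inhibitor with no enzyme activity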
The depositor's hits bear a star; . = no result given; & = joins results of further samples. Unless noted, no stated cut-off is given here; in the data, active means inhibition above about 40%; inactive means the rest.

Every second line gives: NPYLR7 ag | hcGAS inh | mcGAS lum
1	Cc1ccc(-c2nnc(NC(=O)C(C)NC(=O)c3ccc(C(C)(C)C)cc3)s2)cc1 (stereo not given)
 : -4 | -1 | 1
2	Cc1ccc(C)c(C(C)Nc2cc(C)nc3nc(C(F)(F)F)nn23)c1 (stereo not given)
 : 7 | -16 | .
3	CC(C)CC(=O)Nc1ccnn1C1CCN(Cc2ccc(CO)o2)CC1
 : -3 | -2 | .
4	CCCN(Cc1cccnc1)Cc1cccn1-c1nccs1
 : 13 | -6 | .
5	CC(NC(=O)CN1C(=O)NC2(CCCCC2)C1=O)c1ccc2ccccc2c1 (stereo not given)
 : -13 | 7 | .
6	O=C(NC1CCCCCC1)C1CCN(c2c(N3CCCC3)c(=O)c2=O)CC1
 : 3 | 7 | -2
7	COc1ccc(CC(=O)NCC2CCCN(Cc3cc4ccccc4o3)C2)cc1 (stereo not given)
 : 15 | -4&-8 | .
8	COc1ccc(C=C(C#N)c2nc3ccccc3[nH]2)cc1OC
 : 12 | -18 | -4
9	Cc1csc(NC(=S)NCc2ccccc2)c1
 : 1 | -1 | .
10	CCN1CCN(C(=O)c2ccc(N3CCC(NC(C)Cn4ccc5ccccc54)CC3)cc2)CC1 (stereo not given)
 : 16 | -5 | -12
11	COc1cc2nc(-c3ccc(C)o3)cc(C(=O)NCCc3ccccc3F)c2cc1OC
 : -6 | -6 | -6
12	Cc1cccnc1CNC(=O)c1ccc(-c2cc(-c3ccc(N4CCCCC4)cc3)n[nH]2)cc1
 : -3 | -9 | -9
13	COc1ccc(-c2nc3ccc(C)cn3c2Nc2c(C)cccc2C)cc1
 : 6 | -6 | -5
14	N#Cc1c(NC(=O)c2cc(-c3cccs3)on2)sc2c1CCC2
 : -2 | -3 | .
15	COc1cc(-c2nc3c(c(=O)[nH]2)CN(C(=O)c2ccc(-c4ccccc4)cc2)CC3)cc(OC)c1OC
 : -6 | -6 | -5

Remaining list, next part:
Every second line gives: NPYLR7 ag | hcGAS inh | mcGAS lum
16	COc1ccc(CCOc2nc(-c3ccco3)n(-c3cccc(NC(=O)c4ccc(C(F)(F)F)cc4)c3)n2)cc1
 : 18 | -2 | -3
17	Cc1noc(C)c1S(=O)(=O)N1C[C@@H](F)C[C@H]1C(=O)N1CCCCC1
 : . | -8 | -5
18	Cc1nc(SCc2nc3ccsc3c(=O)[nH]2)nc(C)c1C
 : 1 | -8 | .
19	O=C(c1ccc(S(=O)(=O)CC2CCCO2)nc1)N1CCCC1 (stereo not given)
 : 1 | -4 | .
20	COc1ccc(OC)c(-c2cnc(-c3cccc(CNC(C)=O)c3)[nH]2)c1
 : 1 | 6 | 2
21	O=C1OC(/C=C/c2ccccc2)=NC/1=C/c1cccc(Br)c1
 : -1 | 0 | .
22	COC(=O)C1CCN(C(c2ccco2)C2Sc3nc(C)nn3C2=O)CC1 (stereo not given)
 : 6 | -5 | -7
23	CC(C)CC(=O)N1CCC2(CC1)CC(CN1CCOCC1)N(C)C2 (stereo not given)
 : . | -11 | -5
24	O=C(O)c1ccc(N=Cc2nc(-c3ccccc3)oc2O)cc1
 : -7 | -3 | -6
25	COc1cc2c(cc1-c1ccc(F)cc1)OCC(C)(C)CC2CO (stereo not given)
 : 4 | 8 | -6
26	Cc1c(C(=O)NCc2ccc3c(c2)OCO3)sc(=O)n1Cc1ccc(S(=O)(=O)N(C)C)cc1
 : 11 | -6 | .
27	COC(=O)c1c(C)[nH]c(C(=O)CC#N)c1C
 : 4 | 0 | 0
28	CCCSc1nc2c(c(=O)n1-c1ccc([N+](=O)[O-])cc1)SCC2
 : 1 | -4 | -6
29	CCn1cc(-c2cc(C(=O)N(C)Cc3csc(C)n3)c3cc(F)ccc3n2)cn1
 : 0 | 0 | -8
30	C=CCn1c(=O)c2c(C)c(C)sc2n2c(=S)[nH]nc12
 : -10 | 2 | -4

Continued.
Every second line gives: NPYLR7 ag | hcGAS inh | mcGAS lum
31	COc1nc2ccccc2cc1CN1CCCC(CNC(C)=O)C1 (stereo not given)
 : 2 | 0 | -18
32	COc1ccc(OC)c(SCc2ccc(C(=O)N3C4CCC3CC(Oc3ccccc3C(C)C)C4)cc2)c1 (stereo not given)
 : 2 | -4 | -4
33	O=S1(=O)C=CC(Cc2n[nH]c(Cc3ccccc3)n2)C1 (stereo not given)
 : 0 | -3 | -19
34	Cc1noc2nc(C3CC3)cc(C(=O)NNC(=O)c3cccc(O)c3)c12
 : -9 | -5 | .
35	OCc1ccc(-c2nccn2CCC2=CCCCC2)o1
 : -1 | -3 | -11
36	N#Cc1ccsc1NC(=O)CSc1ncn[nH]1
 : -3 | -7 | 0
37	Cc1cc(C)n(C2CCN(Cc3c(CO)cnc(C)c3O)C2)n1 (stereo not given)
 : 0 | -4 | -18
38	CN(CC1Cc2ccccc2O1)C(=O)c1ccc(=O)n(C)n1 (stereo not given)
 : 31 | -7 | -12
39	COc1cc(C2Nc3ccccc3C(=O)N2c2ccccc2)cc(O)c1O (stereo not given)
 : -2 | -8 | .
40	Cc1ccc(C)c(C2CN(S(=O)(=O)CCCC#N)C(C)CO2)c1 (stereo not given)
 : 5 | -15 | .
41	O=C(Nc1ccccc1)c1ccc(Cl)c(S(=O)(=O)Nc2ccccn2)c1
 : -15 | -6 | -7
42	CCCCc1nc(N2CCCN(C(=O)NC3CCCCC3)CC2)c2c(-c3ccc4ccccc4c3)noc2n1
 : 18 | -7 | -7
43	Cc1[nH]c2ccccc2c1S(=O)(=O)CCNC(=O)NCCc1ccccc1
 : 1 | -6 | .
44	COc1cc(=O)n(-c2ccccc2)nc1C(=O)Nc1nc2ccc(C)cc2s1
 : 2 | -8 | .
45	O=S(=O)(C1CC1)N1CCC(Oc2cc(N3CCOCC3)ncn2)C1 (stereo not given)
 : . | 7 | 1

Continued:
Every second line gives: NPYLR7 ag | hcGAS inh | mcGAS lum
46	CN(Cc1ccco1)C(=O)c1nn(C)c2c1CC(NCc1nc3ccccc3s1)CC2 (stereo not given)
 : -3 | -2 | .
47	CCCCNC(=O)COC(=O)c1ccc(Cl)c([N+](=O)[O-])c1
 : -2 | -8 | .
48	CCc1cc(CN2CC[C@@H](c3ccc4ccccc4c3)[C@H](O)C2)on1
 : -1 | -3 | .
49	C=CCC(C)(C)CN1CCC(C(=O)N2CCCC2)CC1
 : 10 | 1 | .
50	Cc1nn(-c2ccccc2)c2c1C(c1ccncc1)N1N=NN(c3ccccc3)C1=N2 (stereo not given)
 : -2 | -7 | .
51	Cc1ccc(-c2nnc(SCC(=O)N(C)Cc3ccc(N(C)C)cc3)o2)cc1C
 : 5 | -1 | .
52	COc1ccc(OC)c(-c2cc(Cl)c3c(c2)CC(CNC(=O)CSc2ccccn2)O3)c1 (stereo not given)
 : 17 | -6 | -9
53	Cc1nc(SCC(=O)Nc2cc(C(F)(F)F)ccc2Cl)c2c(=O)n(C)c(=O)n(C)c2n1
 : 10 | 0 | .
54	O=C(C1CCC(CNc2c(N3CCCCC3)c(=O)c2=O)CC1)N1CCC(N2CCCCC2)CC1 (stereo not given)
 : 6 | -8 | -4
55	CCOC(=O)c1cc(-c2ccc(N3CCN(C(=O)c4ccc(NC(C)=O)cc4)CC3)cc2)n(-c2ccccc2OC)n1
 : 4 | -2 | -5
56	CC(C)Oc1ccc(S(=O)(=O)N2CCOCC2)cc1NC(=O)CN1CCNC(=O)C1
 : 2 | -5 | .
57	CCC1CCCCN1Cc1c(C)noc1C (stereo not given)
 : . | 3 | 0
58	CCN(CC)S(=O)(=O)NC(CS(C)(=O)=O)c1ccccc1 (stereo not given)
 : 2 | -7 | .
59	COc1cccc(C(=O)N2CCN(Cc3cnn(C)c3C3CC3)CC2)c1
 : 2 | -3 | .
60	COc1cccc(C(=O)N(Cc2nccn2Cc2ccc(Cl)c(Cl)c2)C2CC2)c1
 : -1 | 0 | -4

The results go on:
Every second line gives: NPYLR7 ag | hcGAS inh | mcGAS lum
61	Cc1ccc(-c2nc(N)c3c4c(sc3n2)CCCC4)cc1
 : 15 | -10 | -8
62	CCOC(=O)c1cc(C#N)c(N2CCN(Cc3cc(=O)[nH]c(C4CC4)n3)CC2)nc1C(F)(F)F
 : 2 | -5 | .
63	O=C(NCc1c(F)cccc1F)c1cncn1-c1cccc(-c2cccc3c2sc2ccccc23)c1
 : 3 | -6 | -7
64	Cc1cc(CNCCCn2ccnc2)c(C)n1-c1ccc2c(c1)OCO2
 : -1 | 0 | .
65	Cc1ccc(F)cc1-n1c(Cc2ccncc2)n[nH]c1=O
 : 7 | -3 | .
66	N#CCC(=O)NN
 : -25 | -4 | .
67	CS(=O)(=O)C(C#N)=Cc1ccc(F)cc1
 : 9 | -3 | -7
68	COc1cncc(C(N)=N/N=C(\C)c2ccncc2)n1
 : 6 | 18 | .
69	COc1cccc(CN2CCN(c3ncccc3C)CC2)c1O
 : -5 | 0 | .
70	CCOC(=O)c1ccc(NC(=O)C2CC(=O)N(C)C(=Nc3cccc(F)c3)S2)cc1 (stereo not given)
 : -3 | -1 | -4
71	CCCCN(CC(=O)N1c2ccccc2-n2cccc2C1c1ccco1)C(=O)c1ccc(C(C)(C)C)cc1 (stereo not given)
 : -3 | -9 | -6
72	Cc1ccc(NC(=O)C2(C)CCN2C(=O)CC(c2ccccc2)c2ccccc2)cc1 (stereo not given)
 : 10 | -11 | -5
73	CCc1nccn1-c1cc(C)nc2c(-c3ccccc3Cl)c(C)nn12
 : 7 | 5 | -2
74	CN(C(=O)N1CCC(C(=O)NC(c2ccc(F)cc2)c2ccccn2)CC1)c1ccccc1 (stereo not given)
 : -4 | -4 | -2
75	CC(C)(C)OC(=O)CNC(=O)Nc1nccs1
 : 1 | -6 | -18

(cont.)
Every second line gives: NPYLR7 ag | hcGAS inh | mcGAS lum
76	Cn1nnnc1C1CCCN(C(=O)C2CC2)C1 (stereo not given)
 : . | -7 | -3
77	CN(Cc1nc(-c2ccco2)no1)Cc1cn[nH]c1-c1ccc(F)cc1
 : -4 | -5 | -13
78	O=C(c1nn(-c2ccc(F)cc2)c(=O)n(Cc2ccccc2F)c1=O)N1CCOCC1
 : 12 | -6 | -5
79	CCNC(=O)[C@@]1(OCc2cccc(C)c2)CC(OCc2ccccc2C#N)[C@@H]2OC(C)(C)O[C@@H]2C1 (stereo not given in full)
 : 29 | -1 | -7
80	COc1ccc(N2CCN(c3nc(SCc4ccc(C(=O)O)cc4)nc(C)c3C)CC2)cc1
 : -15 | 3 | 0
81	CC(=O)N1CCC(C(=O)Nc2cnn(-c3ccccc3Cl)c2)CC1
 : 4 | -8 | .
82	CCOC(=O)c1cc(C(=O)OCC)c2c(C)cc(C)cc(C)c1-2
 : -7 | -27 | .
83	Cc1nc2c(o1)N(c1ccccc1)C(=N)C(C#N)C2c1ccccc1 (stereo not given)
 : 1 | -4 | -3
84	CCNC(=O)C(CC(C)C)N1C(=O)CSC1c1ccc(OC)c(OC)c1 (stereo not given)
 : 21 | -6 | -7
85	COc1ccc(NC(=O)c2c(C)c3c(n2Cc2ccc(F)cc2)CCCC3)cc1
 : . | -6 | -11
86	CSc1nn(CC(=O)Nc2ccc(F)cc2F)c(N)c1-c1nc(-c2ccc3c(c2)OCO3)no1
 : -8 | 1 | -1
87	Cn1c(/C=N\n2cnnc2)nc2ccccc21
 : -10 | -3 | -4
88	O=C(NC1CCCC1)c1cnc(N2CCN(CCOc3ccccc3)CC2)c(Cl)c1
 : 9 | -9 | .
89	COc1cc(OC)c(C2c3cccn3CCCN2Cc2ccc(F)cc2)cc1OC (stereo not given)
 : 1 | -3 | .
90	Cc1cccc(OCCSc2nc3ccccc3n2CC(=O)N2CCOCC2)c1C
 : -2 | -3 | -7

(list continues)
Every second line gives: NPYLR7 ag | hcGAS inh | mcGAS lum
91	C=CCc1ccccc1OCC(O)CNC(C)C (stereo not given)
 : -4&9&2 | -4&-4&1&3 | -3&-2
92	O=C(/C=C/c1cccc([N+](=O)[O-])c1)Nc1nc(-c2ccccc2)cs1
 : 4 | 1 | 2
93	Cc1cc(=O)n2nc(Sc3ccc(F)c(Cl)c3)sc2n1
 : -4 | -13 | .
94	CC1c2ccc(F)cc2CCN1CC(=O)NCc1cccnc1 (stereo not given)
 : 6 | -4 | -3
95	CN(Cc1ccco1)C(=O)c1ccccc1N1CCC(NC(=O)c2ccc(Cl)cc2Cl)CC1
 : 0 | -5 | -5
96	CCOC(=O)c1sc(NC(=O)c2ccc3c(c2)OCCO3)c(C(=O)OCC)c1C
 : -7 | -2 | -6
97	O=c1oc2ccccc2cc1O
 : . | 2 | 2
98	O=C(CC1CCS(=O)(=O)C1)Nc1ccc[nH]c1=O (stereo not given)
 : 7 | -3 | .
99	CC(=O)Oc1ccc(N2C(=O)c3cccc4c([N+](=O)[O-])ccc(c34)C2=O)cc1
 : -7 | -5 | -6
100	CCCc1cc(N2CCCN(Cc3ccccn3)CC2)nc(C)n1
 : 16 | -6 | .
101	CCOc1ccc(-n2c(=O)c3ccc(Cl)cc3n(CC(=O)NCc3ccc(F)cc3)c2=O)cc1
 : -5 | -1 | -1
102	NC(=O)C1CCN(C(=O)C2CCCN(S(=O)(=O)N3CCCCCC3)C2)CC1 (stereo not given)
 : 3 | -5 | .
103	O=C(CNCC(O)c1ccccc1Cl)NCc1ccccc1F (stereo not given)
 : 22 | -8 | -10
104	COc1ccc(-c2ccc3ncnc(N4CCN(C)CC4)c3c2)c2cccnc12
 : 7 | -5 | .
105	O=C(C1CCN(CN2C(=O)C3CC=CCC3C2=O)CC1)N1CCCCCC1 (stereo not given)
 : -3 | 3 | .
106	Cc1ccc(C(=O)NC(C(=O)NC2CC2)C2CCN(C(=O)c3cccc(F)c3)CC2)cc1 (stereo not given)
 : 8 | -5 | -6
107	CC(C)NC(=O)CN1CN(c2ccccc2)C2(CCN(C(=O)COCc3ccccc3)CC2)C1=O
 : 9 | -8 | -3
